FLuc inh = inhibitors of firefly luciferase; 72,000 tested, 2.2% active; Potency, µM (doses to about 57.1 µM), inactives show at the top dose activity change, negative = inhibition, usual class: inhibitors; AID 411; purified firefly luciferase, luminescence, 8 min; also: potency is read from the fitted curve at half-maximal effect; % is scaled to controls: 0 for no effect and ±100 for the full control effect; nearly all actives have a fitted effect of over 40% in size
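Firefly luciferase (PKLight detection mix) with 10 uM ATP in pH 7.2 imidazole buffer (KCl, MgCl2, Tween 20, BSA). Compounds tested across a concentration series (qHTS). Luminescence read after 8 min at ambient temperature.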
CRE Fsk mod = CRE-bla signaling modulation under forskolin stimulation; 71,000 tested, 2.5% active; AID 662; CHO CRE-bla reporter (cAMP response element driving beta-lactamase), forskolin EC10, beta-lactamase ratio; Potency, µM (series often up to 38.2 µM), inactives show at the top dose activity change, negative = inhibition, hits mostly activators; active = well fitted activation curve with a large enough effect in the signal ratio, with a control signal flat, not every such curve was filed as active; inconclusive = small, poorly fitted or top-dose-only effect, or effect the other way, or a change in a side signal; the % refers to the signal ratio; also: potency is read from the fitted curve at half-maximal effect; % of control where 0% means no effect
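The 460nm/530nm emission ratio after CCF4 loading defined %Activity, from which AC50 values were obtained. CRE-bla CHO cells received compound dilution series together with an EC10 level of NKH 477 for 3 hours at 37 degrees Celsius.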
HADH2 inh = inhibitors of human HADH2 dehydrogenase | Q99714 | recombinant HADH2, NADH fluorescence, beta-hydroxybutyryl-CoA | Potency, µM (doses to about 57.1 µM), for inactives: at the top dose activity change, negative = inhibition, hits mostly inhibitors | 73,000 tested, 3.4% active | AID 886; also: potency is read from the fitted curve at half-maximal effect; % is scaled to controls: 0 for no effect and ±100 for the full control effect; nearly all actives have a fitted effect of over 60% in size; many of its hits are not listed in these tables
Target sequence (Q99714 whole entry, looked up, one chain of several): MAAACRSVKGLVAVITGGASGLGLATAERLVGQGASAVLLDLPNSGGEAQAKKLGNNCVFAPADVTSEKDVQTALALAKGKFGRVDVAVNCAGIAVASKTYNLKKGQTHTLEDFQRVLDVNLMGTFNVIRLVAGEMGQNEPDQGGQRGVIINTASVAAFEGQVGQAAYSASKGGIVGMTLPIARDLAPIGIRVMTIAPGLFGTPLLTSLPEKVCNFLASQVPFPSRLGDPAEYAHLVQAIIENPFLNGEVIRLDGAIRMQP
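NADH fluorescence (ex 360/em 450 nm) read every 30 s for 4 min; activity taken as last-minus-first time point difference. Enzyme 20 nM, NAD+ 1 mM, beta-hydroxybutyryl-CoA 90 uM, pH 9.0 Tris buffer.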
Pol III holo inh = DNA polymerase III holoenzyme inhibition; reconstituted DNA polymerase III holoenzyme replication, biochemical; Potency, µM (titrated, usually from 57.1 µM), for the others: top-dose activity change, negative = inhibition; 71,000 tested, 0.25% active; AID 603; also: potency is read from the fitted curve at half-maximal effect; % is scaled to controls: 0 for no effect and ±100 for the full control effect
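Reconstituted *E. coli* holoenzyme (0.35 nM Pol III, 1 nM beta, 154 nM SSB, 2 nM primase) was preincubated with compound for 15 min at RT. Synthesis on 1.4 nM ssM13Gori ran 35 min, then was stopped with PicoGreen/EDTA and read as dsDNA fluorescence.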
Tau filament bind = tau filament binding; Potency, µM (series often up to 57.1 µM), inactives show at the highest dose activity change, negative = inhibition; recombinant tau filaments, thioflavin S fluorescence, 15 h; filaments grown with octadecylsulfate alongside compound; 71,000 tested, 2% active; P10636;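 also: potency is read from the fitted curve at half-maximal effect; % is scaled to controls: 0 for no effect and ±100 for the full control effect; actives lower thioflavin S fluorescence by blocking filaments or displacing dye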
Target sequence (P10636 whole entry, looked up): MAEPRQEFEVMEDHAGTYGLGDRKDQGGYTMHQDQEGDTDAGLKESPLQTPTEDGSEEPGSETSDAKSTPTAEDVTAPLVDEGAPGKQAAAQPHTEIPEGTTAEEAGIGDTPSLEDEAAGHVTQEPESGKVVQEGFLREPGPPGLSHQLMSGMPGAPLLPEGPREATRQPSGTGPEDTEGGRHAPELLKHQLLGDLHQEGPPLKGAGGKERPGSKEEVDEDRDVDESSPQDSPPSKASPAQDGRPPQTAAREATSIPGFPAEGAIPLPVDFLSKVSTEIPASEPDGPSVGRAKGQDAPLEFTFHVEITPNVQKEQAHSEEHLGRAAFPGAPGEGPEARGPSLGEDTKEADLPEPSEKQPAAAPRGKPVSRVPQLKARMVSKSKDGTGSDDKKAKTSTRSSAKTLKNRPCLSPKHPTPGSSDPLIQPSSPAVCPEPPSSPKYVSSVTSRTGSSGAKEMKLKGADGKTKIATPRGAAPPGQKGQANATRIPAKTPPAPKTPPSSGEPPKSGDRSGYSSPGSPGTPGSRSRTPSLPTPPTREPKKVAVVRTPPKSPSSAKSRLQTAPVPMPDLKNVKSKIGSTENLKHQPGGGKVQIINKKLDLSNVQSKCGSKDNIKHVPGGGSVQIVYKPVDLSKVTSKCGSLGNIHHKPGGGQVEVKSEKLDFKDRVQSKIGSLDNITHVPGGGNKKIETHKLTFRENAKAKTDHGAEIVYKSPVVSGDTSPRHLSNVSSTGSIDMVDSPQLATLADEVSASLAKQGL
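Quantitative HTS: thioflavine S signal from ODS-induced tau filaments, excited at 450 nm, emission 510 nm. Conditions: 1 uM tau, 30 uM ODS, 15 h at 37 C, pH 7.4.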
ERK AVP block = inhibitors of vasopressin-stimulated ERK signaling pathway; Potency, µM (top dose mostly 57.5 µM), inactives show at the highest dose activity, negative = inhibition, hits mostly inhibitors; HEK293-V1b, vasopressin-stimulated pERK AlphaScreen; 72,000 tested, 0.99% active; AID 995; also: potency is read from the fitted curve at half-maximal effect; % is scaled to controls: 0 for no effect and ±100 for the full control effect; nearly all actives have a fitted effect of over 55% in size
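Phosphorylated ERK1/2 detected via AlphaScreen bead proximity in lysates of V1b-expressing HEK293 cells given 25 nM vasopressin for 5 min after 30 min compound exposure (37 °C). AC50 from Hill equation; basal DMSO 0%, vasopressin 100%.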
ALOX15 inhib = 15-hLO (ALOX15) enzyme inhibition. AID 887. Potency, µM (titrated, usually from 57.1 µM), for the others: top-dose activity change, negative = inhibition, hits mostly inhibitors. purified 15hLO-1, xylenol orange hydroperoxide absorbance. 74,000 tested, 1.4% active. P16050; also: potency is read from the fitted curve at half-maximal effect; % is scaled to controls: 0 for no effect and ±100 for the full control effect; nearly all actives have a fitted effect of over 55% in size
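Quantitative HTS in 25 mM Hepes pH 7.5 containing 0.01% Triton X-100: human 15hLO-1 at 40 nM, arachidonic acid at 50 uM, 6 min turnover. Product quantified via ferrous oxidation/xylenol orange, 573:405 nm absorbance ratio.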
Rhodamine fluor = compound autofluorescence in rhodamine spectral region; Rhodamine-region fluorescence, 547/598 nm, Tris buffer; active compounds read high; max dye-equivalent concentration, M; 59,000 tested, 0.05% active; in the data active = max dye-equivalent concentration above about 11 nM; inconclusive = between about 1.1 nM and that limit
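Compound fluorescence in 100 mM Tris, pH 8.0, read after 15 min at room temperature with 547 nm excitation and 598 nm emission. Output is dye-equivalent concentration from an on-plate rhodamine standard series.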
HBB splicing = modulators of hemoglobin beta chain splicing; HBB splicing reporter cell assay, activation; EGFP reporter with mutant IVS2-654 intron; response scale: normalised to 500 nM splice-correcting PNA; Potency, µM (doses to about 46.1 µM), for the others: top-dose activation, hits mostly activators; 65,000 tested, 0.06% active; AID 925; also: potency is read from the fitted curve at half-maximal effect; 0% is about no effect
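HeLa cells stably expressing EGFP interrupted by mutant beta-globin intron 2 (IVS2-654), 500/well in 2% FCS. Treated with compound for 2 days at 37C. Splicing correction scored as total well GFP intensity (488 nm excitation, 500-520 nm emission); 500 nM antisense PNA served as control.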
Hsp90 Hop PPI = changes Hsp90-Hop TPR2A binding signal, up or down | AlphaScreen TPR2A-His6 binding biotin-Hsp90 C-terminal peptide | Potency, µM (series often up to 57 µM), for inactives: at the highest dose activity change, negative = inhibition | 71,000 tested, 0.44% active | AID 595; active = well fitted curve in either direction with a large enough effect; inconclusive = small, poorly fitted or top-dose-only effect, or another doubt; also: potency is read from the fitted curve at half-maximal effect; % is scaled to controls: 0 for no effect and ±100 for the full control effect; many of its hits are not listed in these tables
Texas Red fluor = compounds fluorescent in Texas Red spectral region. max dye-equivalent concentration, M. Compound fluorescence, Texas Red channel, 547/618 nm; active compounds read high. 59,000 tested, 0.06% active. AID 587; in the data active = max dye-equivalent concentration above about 10 nM; inconclusive = between about 1.1 nM and that limit
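Compound fluorescence was read after 15 min at room temperature in 100 mM Tris, pH 8.0, using 547 nm excitation and 618 nm emission across a concentration series. It was expressed as Texas Red dye-equivalent concentration from an on-plate standard curve.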
* = called active by the depositor; i = inactive; u = inconclusive; x = not tested or not shown; [ ] = dose if it differs, or a comment. Unless noted, calls follow the shape of the dose curve; as a rule, active = well fitted curve in the direction sought with a large enough effect; inconclusive = small, poorly fitted or top-dose-only effect, or another doubt; inactive = no such curve, though single readings can be large; an effect the other way counts as inactive or inconclusive. These rows are one share of the data, so the mix of outcomes need not match the whole.

SMILES	FLuc inh	CRE Fsk mod	HADH2 inh	Pol III holo inh	Tau filament bind	ERK AVP block	ALOX15 inhib	Rhodamine fluor	HBB splicing	Hsp90 Hop PPI	Texas Red fluor
N#CC1=C(N)Oc2n[nH]c(-c3ccncc3)c2C1c1ccsc1 (stereo not given)	0%	u	u	-13%	-7%	10µM*	u	i	5.0%[1.84 µM]	-1%	i
COc1ccc(CN2CCN(C(=O)CC(C)C)CC2)cc1OC	1%	9%	12%	2%	6%	42%[activator]	-31%	x	-1.7%	u	x
COc1ccc(N2CCN(S(=O)(=O)c3ccc(C(=O)NCc4ccco4)cc3)CC2)cc1	-2%	-6%	6%	0%	-1%	-3%	-4%	i	x	-3%	i
CCC(C)NC(=O)CN(c1ccc(OC)cc1)S(=O)(=O)c1ccc(NC(C)=O)cc1 (stereo not given)	1%	6%[7.6 µM]	-2%[11.4 µM]	-1%[11.4 µM]	3%[11.4 µM]	-25%	-3%[11.4 µM]	x	-0.8%[0.0738 µM]	-6%[11 µM]	x
CCc1nnc(NC(=O)c2cccc(OC)c2)s1	-21%	7%	-3%	0%	6%	-4%	1%	x	0.1%	-4%	x
Cc1cc2c(nc1C)CCCN2C[C@@H](O)CN1CCN(C)CC1	2%[11.4 µM]	x	-4%[11.4 µM]	x	x	15%[11.5 µM]	6%[11.4 µM]	x	2.9%[9.22 µM]	x	x
COC(=O)[C@@H]1C[C@H]1[C@@H](NC(=O)c1cnccn1)c1ccccc1	x	12%	2%	-4%	-11%	5%	x	x	0.5%	-7%	x
Cc1cc(C)nc(/N=c2/ssnc2Cl)c1	0%	u	0.13µM*	-9%[11.4 µM]	7%[11.4 µM]	u	u	x	0.2%[0.0738 µM]	-12%[11 µM]	x
COc1cc(S(=O)(=O)Nc2ccccc2C)ccc1Cl	4%	-1%	1%	-4%	13µM*	u	-25%	i	12%	-4%	i
CC(C)(C)c1nnc2sc(SC/C(O)=C(\C#N)c3nc4ccccc4[nH]3)nn2c1=O	-5%	-8%	u	-10%	u	-26%	11%	i	0.5%[57.5 µM]	-5%	i
O=C(CCS(=O)(=O)c1ccc(Br)cc1)N1CCN(c2ccccc2)CC1	0%	u	10%	-24%	-5%	10%	2%	i	5.0%	6%	i
O[C@@H](COc1ccc(Cl)cc1Cl)CN1CCCC1	0%[11.4 µM]	-1%[7.6 µM]	-8%[11.4 µM]	-5%[11.4 µM]	1%[11.4 µM]	8%[11.5 µM]	0%[11.4 µM]	i	1.1%[9.22 µM]	0%[11 µM]	i
CCOC(=O)c1cc(C)sc1NC(=O)C1CCC1	3%	u	-29%	-2%	-1%	-8%	-2%	i	0.9%	23%	i
Cc1nn(-c2ccc(S(=O)(=O)O)cc2)c(O)c1N=Nc1ccc(-c2ccc(N=Nc3ccc4c(S(=O)(=O)O)cc(S(=O)(=O)O)c(N)c4c3O)c(O)c2)cc1O.[Cu].[Cu]	-8%[11.4 µM]	-1%[7.6 µM]	-1%[11.4 µM]	1.3µM*	-22%[11.4 µM]	-25%[11.5 µM]	4µM*	i	0.9%[9.22 µM]	-16%[11 µM]	i
O=C(c1cccs1)N(Cc1ccccn1)Cc1ccco1	2%	7%	-2%	-10%	14%	-19%	-11%	i	x	-7%	i
COC(=O)[C@H](C)[C@H]1C[C@]1(C)[C@H](NC(=O)OCc1ccccc1)c1ccccc1	x	-13%	u	-4%	-19%	u	x	x	0.9%	u	x
CCCn1c(C)nc2c(NCC(C)(C)CN(C)C)nc(C)nc21	x	1%	19%	-6%	12%	7%	1%	x	0.4%	-2%	x
COc1cc(-c2noc(-c3cccc(Cl)c3)n2)cc(OC)c1OC	2%	u	16%	-7%	-8%	-9%	6%	i	-0.5%	-3%	i
COc1ccccc1NC(=O)CSc1ccc2nnc(-c3ccncc3)n2n1	1%	u	u	-8%	-2%	x	u	x	-0.6%	-7%	x
CO[C@H]1COC(=O)[C@H](C)COC(=O)[C@H](C)NC(=O)C/C=C\[C@H]1C	2%[11.4 µM]	x	-10%[11.4 µM]	x	x	2%[11.5 µM]	6%[11.4 µM]	x	1.4%[9.22 µM]	x	x
COc1ccc(Cc2nnc(SCc3nc4ccccc4c(=O)[nH]3)o2)cc1	0%	1%	5%	0%	-3%	-12%	0%	i	-0.1%	1%	i
COc1ccc(N(CC(=O)N2c3ccccc3CC2C)S(=O)(=O)c2c(C)noc2C)cc1 (stereo not given)	-4%	u	20%	-7%	-9%	-17%	-25%	i	1.3%[0.369 µM]	2%	i
O=C(Nc1ccccc1C(=O)NCCN1CCOCC1)c1ccco1	1%	4%	-1%	-7%	4%	-23%	-10%	i	-1.1%	-2%	i
CCCOC(=O)CN1C(=O)c2ccc(C(=O)OCCC)cc2C1=O	1%	-2%	-1%	-5%	-9%	-9%	0%	i	x	1%	i
C=CCOC(=O)C(C#N)c1nc2ccccc2nc1N1CCN(Cc2ccc3c(c2)OCO3)CC1 (stereo not given)	3%	u	-7%	-7%	1.3µM*	u	-6%	i	0.3%[0.369 µM]	-16%	i
The listing continues.
SMILES	FLuc inh	CRE Fsk mod	HADH2 inh	Pol III holo inh	Tau filament bind	ERK AVP block	ALOX15 inhib	Rhodamine fluor	HBB splicing	Hsp90 Hop PPI	Texas Red fluor
Cc1nc(NCc2ccccc2)c2nc(-c3ccccc3)n(CCN3CCCC3)c2n1	x	8%	-21%	-2%	21%	-7%	4%	x	0.9%	-5%	x
CS(=O)(=O)N(Cc1nnc(-c2cccs2)o1)c1ccc(Cl)cc1F	4%	-13%	0%	u	3%	u	-3%	i	-0.1%[57.5 µM]	1%	i
Cc1ccc2cc3c(NC(=O)c4ccco4)nn(C)c3nc2c1	-5%	13µM*	-6%	-4%	u	8%	0%	i	-3.1%[0.369 µM]	16%	u
CC1CCC(NC(=O)Cn2cc3c(n2)CCCC3)CC1 (stereo not given)	-7%	2%	16%	-8%	0%	-25%	0%	x	0.6%	1%	x
COC(=O)C1C2C=CC3(CN(c4cccc(Cl)c4)C(=O)C13)O2 (stereo not given)	-8%	-5%	-1%	-4%	19%	-6%	4%	x	0.7%	-2%	x
O=C(c1ccccc1OCc1ccccc1Br)N1CCN(c2ncccn2)CC1	1%	0%	-1%	-1%	-1%	u	u	i	4.7%[57.5 µM]	-1%	i
Cc1cccc(N(CC(=O)NC2CCCCC2)C(=O)c2c(C)noc2C)c1	4%	-5%	3%	5%	-2%	10%	-1%	i	x	1%	i
O=C(Nc1ccccc1)N1CCN2C(=O)c3ccccc3C12c1ccccc1 (stereo not given)	3%	-15%	4%	0%	4%	-18%	-2%	x	-1.0%	-8%	x
Cc1ccc(S(=O)(=O)Nc2ccccc2C(N)=O)cc1	0%	-10%	25µM*	0%	1%	-14%	8%	i	-0.8%	-5%	u
COc1ccc(C2CC(C(F)(F)F)n3nc(C(=O)NCCCn4ccnc4)cc3N2)cc1OC (stereo not given)	1%	-1%	9%	0%	-6%	u	15%	i	-0.9%	-5%	i
CCSCCCC(=O)O	3%[11.4 µM]	-4%[7.6 µM]	11%[11.4 µM]	-9%[11.4 µM]	6%[11.4 µM]	2%[11.5 µM]	-3%[11.4 µM]	i	2.4%[9.22 µM]	-2%[11 µM]	i
COc1ccc(NS(=O)(=O)c2ccc(Br)s2)cc1OC	3%	2%	6%	1%	-4%	-13%	7%	i	-0.6%	1%	i
Nc1cc(=O)nc(SCC(=O)NC2CCCCC2)n1-c1ccccc1	1%	-2%	3%	-4%	1%	-9%	3%	i	x	0%	i
Cc1cccc(N2CCN(c3nc4ccc(Cl)cc4n4cnnc34)CC2)c1C	0%	6%	3%	2%	i	-10%	13%	x	u	1%	x
CN1CCn2c1nc(N1CCCCC1)nc2=O	2%	-4%	3%	1%	-1%	-15%	-3%	i	3.5%	-2%	i
CCOC(=O)c1cnc(SCc2ccc(C)cc2)nc1N	-29%	u	-8%	-2%	13%	30%	-11%	i	7.4%	21%	u
COC(=O)c1ccccc1NC(=O)CN(Cc1ccccc1)S(C)(=O)=O	0%	2%	1%	1%	4%	-19%	-3%	i	0.6%	-4%	u
O=C(c1ccc(F)cc1)N1CCN(c2ncccn2)CC1	4%	1%	5%	3%	-6%	-7%	3%	i	0.5%	-2%	i
COc1cccc(C2N(c3ccc(Cl)c(Cl)c3)C(=O)C3CCCN32)c1OC (stereo not given)	-1%	-2%	4%	0%	6%	-21%	-5%	i	-1.0%	6%	i
Cc1ccc([N+](=O)[O-])c(C)c1	x	-3%	-4%	-5%	-4%	-3%	2%	x	-0.4%	-5%	x
O=C(CSc1nccn1-c1ccc(F)cc1)NCc1ccc2c(c1)OCO2	0%	-8%	-5%	-8%	3%	4%	2%	i	-0.8%	-6%	i

Screening results deposited in PubChem by National Center for Advancing Translational Sciences (NCATS).
